High-throughput results deposited in PubChem BioAssay by Johns Hopkins Ion Channel Center.
TRPC4 block: inhibitors of mouse TRPC4 channel, primary screen, Fluo4 calcium, HEK293 TRPC4beta/mu-opioid cells | hit rate 0.39% among 300,000 | Short transient receptor potential channel 4 (Mus musculus), Q9QUQ5 | AID 2247, 2010 | DAMGO-evoked Fluo4 calcium flux; hits give low values | B-score at 10 µM;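 active = B-score over 3 SD under the library average, no early fluorescence shift, positive overall ratio signal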
Target sequence (Q9QUQ5 whole entry, looked up): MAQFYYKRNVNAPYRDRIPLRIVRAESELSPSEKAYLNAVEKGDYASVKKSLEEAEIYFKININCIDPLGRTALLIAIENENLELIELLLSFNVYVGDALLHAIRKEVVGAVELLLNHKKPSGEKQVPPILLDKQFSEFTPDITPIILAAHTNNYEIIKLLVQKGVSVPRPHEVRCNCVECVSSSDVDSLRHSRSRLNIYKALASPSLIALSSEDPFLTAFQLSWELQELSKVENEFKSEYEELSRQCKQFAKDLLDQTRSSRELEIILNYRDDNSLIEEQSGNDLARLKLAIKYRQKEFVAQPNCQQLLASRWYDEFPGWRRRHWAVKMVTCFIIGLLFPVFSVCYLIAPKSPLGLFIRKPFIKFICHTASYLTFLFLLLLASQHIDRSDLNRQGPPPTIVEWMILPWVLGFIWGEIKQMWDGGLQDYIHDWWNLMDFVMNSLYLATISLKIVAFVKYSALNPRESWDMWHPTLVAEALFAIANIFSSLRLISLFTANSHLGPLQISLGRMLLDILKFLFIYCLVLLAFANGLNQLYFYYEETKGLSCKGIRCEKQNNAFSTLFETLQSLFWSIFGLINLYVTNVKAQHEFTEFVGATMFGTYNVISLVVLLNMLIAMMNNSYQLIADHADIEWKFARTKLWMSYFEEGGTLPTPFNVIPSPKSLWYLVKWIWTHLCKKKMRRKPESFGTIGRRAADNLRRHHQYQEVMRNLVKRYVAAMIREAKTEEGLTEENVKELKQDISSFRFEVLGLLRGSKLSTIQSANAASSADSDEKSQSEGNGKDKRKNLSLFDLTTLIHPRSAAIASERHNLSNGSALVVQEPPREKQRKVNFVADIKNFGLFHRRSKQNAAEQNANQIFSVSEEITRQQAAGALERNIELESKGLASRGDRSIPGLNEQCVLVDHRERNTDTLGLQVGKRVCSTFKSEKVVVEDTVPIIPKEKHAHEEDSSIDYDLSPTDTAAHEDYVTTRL
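material = TRPC4beta/mu-opioid receptor HEK293 cell line | probe or stimulus = sequential submaximal and maximal DAMGO stimulation | compound dosing = one concentration per compound | measured by = Fluo4 Ca2+ flux fluorescence | evaluation = integrated fluorescence ratio relative to baseline, converted to per-well B score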
MrgX1 agonist: agonists of human MrgX1 receptor, primary screen, HEK293 cells, Fluo-4 calcium flux | hit rate 0.44% among 310,000 | B-score at 10 µM | Fluo-4 calcium fluorescence, agonist mode; hits give high values;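 active = calcium response B-score plate-corrected fluorescence ratio at least 3 library SD, with starting fluorescence B-score inside 5 SD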
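times = overnight plating, then 30 min 37 °C plus 30 min room-temperature dye loading | assay system = stable human MrgX1 HEK293 cell line | input = fifteen thousand cells per well | signal = kinetic calcium dye fluorescence, Fluo-4 NW | dosing = compound delivered in addition one of three | read-out = B-scored fluorescence response ratio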
RGS4 block: RGS4 inhibitors, primary screen, cell-based, HEK293 M3R inducible RGS4, calcium flux | Regulator of G-protein signaling 4 (Homo sapiens), P49798 | B-score at 10 µM | hit rate 0.45% among 310,000 | Fluo-4 calcium flux; hits give high values; triggered by carbachol at its EC20;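 active = B-score, a plate-corrected calcium signal, over three deviations above library mean, with baseline fluorescence within five deviations of library mean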;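 also: RGS4 expression induced by doxycycline in cells with stable M3 receptor; B-score is computed from the integrated fluorescence ratio over baseline after carbachol; higher B-score means a larger calcium signal and so more RGS4 inhibition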
MrgX1 allo act: positive allosteric modulators of MrgX1, primary screen, HEK293 cells, Fluo-4 calcium flux | FDSS; hits give high values | hit rate 0.63% among 310,000 | AID 588675, 2011 | B-score at 10 µM;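 active = plate-corrected calcium response at least 3 library SD above typical, normal starting fluorescence, not activating the receptor alone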;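 also: compound read alongside a low EC10 to EC30 dose of BAM8-22 agonist; peak minus trough fluorescence over baseline measured at the second addition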
ANO1 block: TMEM16A chloride channel inhibitors, primary screen, cell-based, HTS; hit rate 1.2% among 310,000; Anoctamin-1 (Mus musculus), Q8BHY3; HEK293 TMEM16A/YFP iodide influx fluorescence, ionomycin; normalized B-score (activity score, 25-100; higher = stronger inhibition) at 10 µM;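 active = ratio plate-corrected score three or more library SD toward inhibition, starting fluorescence score within five deviations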;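 also: score derived from kinetic fluorescence span divided by baseline fluorescence per well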
TRPC6 inh: mouse TRPC6 channel inhibitors, primary screen, cell-based, HEK293, membrane potential dye; Short transient receptor potential channel 6 (Mus musculus), Q61143; ACh-evoked depolarization; hits give low values; B-score at 10 µM; hit rate 1.1% among 310,000;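 active = B-score under library mean minus 3 SD, initial fluorescence not abnormally high, positive integrated signal ratio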;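 also: B-score derived from integrated fluorescence ratio over the kinetic read; more negative B-score means stronger inhibition of depolarization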
TRPC4 PAM: positive allosteric modulators of TRPC4, primary screen, cell-based, mouse TRPC4beta, HEK293 mu-opioid, Fluo-4 calcium; hit rate 0.42% among 310,000; DAMGO EC20, Fluo-4 Ca2+ flux; hits give high values; AID 2227, 2009; B-score at 10 µM;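 active = B-score of calcium response area above 5 SD of library B-scores, with initial fluorescence ratio within 5 SD of library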;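 also: B-score of integrated fluorescence ratio over time as area under calcium response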
MrgX1 antag: antagonists of human MrgX1 receptor, primary screen, HEK293 cells, Fluo-4 calcium flux | Mas-related G-protein coupled receptor member X1 (Homo sapiens), Q96LB2 | BAM8-22 antagonism; hits give low values | B-score at 10 µM | hit rate 1.3% among 310,000 | AID 588676, 2011;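 active = calcium-response B-score plate-corrected more than 3 library SD below zero, starting fluorescence within 5 deviations, no agonist response on first addition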;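 also: peak minus trough fluorescence over baseline after final BAM8-22 challenge near maximal dose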
TRPC6 act: mouse TRPC6 channel activators, primary screen, cell-based, HEK293, membrane potential dye; HEK293-TRPC6 membrane potential dye fluorescence; hits give high values; Short transient receptor potential channel 6 (Mus musculus), Q61143; B-score at 10 µM; hit rate 0.13% among 310,000;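 active = B-score of the integrated fluorescence ratio above library mean plus 3 SD, and starting fluorescence ratio within library mean plus 5 SD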;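 also: higher score means more depolarization so channel activation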
TMEM16A act: TMEM16A chloride channel activators or potentiators, primary screen, cell-based, HTS. HEK293 TMEM16A/YFP-H148Q/I152L, iodide quench fluorescence; hits give low values. B-score at 10 µM. hit rate 0.3% among 340,000;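 active = fluorescence-ratio B-score plate-corrected deviation score at least 3 library SD below zero, with starting fluorescence score within 5 deviations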;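 also: channel opened by trigger with iodide after compound preincubation; score built on the fluorescence ratio of max minus min over baseline; more negative score means more quench and so TMEM16A activation or potentiation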
TRPC4 agonist: activators of mouse TRPC4 channel, primary screen, Fluo4 calcium, HEK293 TRPC4beta/mu-opioid cells | Fluo4 calcium fluorescence; hits give high values | B-score at 10 µM | hit rate 0.49% among 310,000 | AID 2237, 2010;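 active = B-score above 5 SD of library B-scores, and initial fluorescence ratio not above library mean plus 5 SD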;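 also: positive B-score marks a calcium rise read as TRPC4 activation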
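system = HEK293 cells stably co-expressing mouse TRPC4beta and mu-opioid receptor | schedule = Fluo4 dye loading 45 min at room temperature, 110 s recording | measure = B-scored integrated calcium fluorescence ratio | signal = Fluo4 calcium-sensitive dye fluorescence, kinetic, 1 Hz baseline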
Numbers without * were called inactive; i = inactive; . = no result given.

item	Compound	TRPC4 block	MrgX1 agonist	RGS4 block	MrgX1 allo act	ANO1 block	TRPC6 inh	TRPC4 PAM	MrgX1 antag	TRPC6 act	TMEM16A act	TRPC4 agonist
1	Cc1ccc(-c2csc(NC(=O)COc3ccc(N(C)S(=O)(=O)c4ccc(C)cc4)cc3)n2)cc1	i	i	i	i	i	i	i	i	i	i	i
2	O=C(CCc1ccccc1)Nc1ccccc1[N+](=O)[O-]	i	i	i	i	i	i	i	i	i	i	i
3	COc1ccc(NS(=O)(=O)c2cc(-c3cnc(C4CC4)o3)ccc2C)cc1	i	i	i	i	i	i	i	i	i	i	i
4	CCC1(CC)C(=O)NC(=O)NC1=NCCc1c[nH]c2ccccc12	i	i	i	i	i	i	i	i	i	i	i
5	C=C1CCN([C@H](C(=O)NCc2cc(OC)c(OC)c(OC)c2)C(C)C)S(=O)(=O)c2ccccc21	i	i	i	i	i	i	i	i	i	i	i
6	Cc1cccc(N(C)S(=O)(=O)c2c[nH]c3ccc([N+](=O)[O-])cc23)c1	i	i	i	i	i	i	i	i	i	i	i
7	Cc1cccc(-n2c(C)c(-c3ccccc3)[nH]c2=S)c1	i	i	i	i	i	i	i	i	i	i	i
8	CS(=O)(=O)N(CCc1ccccc1)CC(=O)NCc1ccco1	i	i	i	i	i	i	i	i	i	i	i
9	CC(C)CCNC(=O)NC(=O)COC(=O)/C=C/c1cccc([N+](=O)[O-])c1	i	i	i	i	i	i	i	i	i	i	i
10	C/C=C/c1cc(CN2CCN(c3ccccc3)CC2)c(O)c(OC)c1	i	i	i	i	i	i	i	i	i	i	i
11	C/C(=C\c1ccccc1)C(=O)N1CCN(Cc2ccc3c(c2)OCO3)CC1	i	i	i	i	i	i	i	i	i	i	i
12	CCCN(CC(=O)Nc1ccccc1C)C(=O)C1CCN(S(=O)(=O)c2cccc(C(F)(F)F)c2)CC1	i	i	i	i	i	i	i	i	i	i	i
13	Cc1csc2c(NC3CCN(Cc4ccccc4)CC3)ncnc12	i	i	i	i	i	i	i	i	i	i	i
14	CCCC(c1nnnn1CS(=O)(=O)c1ccc(C)cc1)N1CCN(c2ccc(F)cc2)CC1 (configuration not stated)	i	i	i	i	i	i	i	i	i	i	i
15	CCCn1c(N)c(N(CCOC)C(=O)/C=C/c2cccc(Cl)c2)c(=O)[nH]c1=O	i	i	i	i	i	i	i	i	i	i	i
16	Cc1ccc(-c2c[nH]c(=S)n2-c2ccccc2)cc1	i	i	i	i	i	i	i	i	i	i	i
17	COc1ccc(OCC(=O)OCC(=O)N2CC(=O)Nc3ccccc32)cc1	i	i	i	i	i	i	i	i	i	i	i
18	CCCS(=O)(=O)N1CCN(C(=O)c2ccccc2F)CC1	i	i	i	i	i	i	i	i	i	i	i
19	Cc1ccc(C)c(CSC2=NCCN2C(=O)Cc2ccc([N+](=O)[O-])cc2)c1	i	i	i	i	i	i	i	i	i	i	i
20	Cc1noc(C)c1CSc1nc2sc(C)c(C)c2c(=O)n1C1CCCC1	i	i	i	i	i	i	i	i	i	i	i
21	CCCCCCCCS(=O)C1CCS(=O)(=O)C1 (configuration not stated)	i	i	i	i	i	i	i	i	i	i	i
22	Clc1ccc(OCc2nnnn2-c2ccccc2)cc1	i	i	i	i	i	i	i	i	i	i	i
23	CC(=O)Nc1cc2nn(-c3ccccc3)nc2cc1Cl	i	i	i	i	i	i	i	i	i	i	i
24	COc1ccc(N2CCN(C(=O)c3cn(C)c4ccc(S(=O)(=O)N5CCOCC5)cc4c3=O)CC2)cc1	i	i	i	i	i	i	i	i	i	i	i
25	COc1cc(OC)cc(C(=O)NCCN2C(=O)S/C(=C\c3cccs3)C2=O)c1	i	i	i	i	i	i	i	i	i	i	i
26	CCc1cc(=O)oc2c3c(cc(OCC(=O)NC4CC4)c12)OC(C)(C)CC3	i	i	i	i	i	i	i	i	i	i	i
27	Cc1ccc(C(=O)NCC(C)NC(=O)c2ccc(C)c([N+](=O)[O-])c2)cc1[N+](=O)[O-] (configuration not stated)	i	i	i	i	i	i	i	i	i	i	i
28	COC(=O)c1ccc(OC(=O)CCS(=O)(=O)c2ccc(C)cc2)cc1	i	i	i	i	i	i	i	i	i	i	i
29	CCCC(=O)O[C@]1(C(=O)CO)CC[C@H]2[C@@H]3CCC4=CC(=O)CC[C@]4(C)[C@H]3[C@@H](O)C[C@@]21C	i	i	i	i	i	i	i	i	i	i	i
30	COc1ccc(N2C(=S)NC3CS(=O)(=O)CC32)cc1 (configuration not stated)	i	i	i	i	i	i	i	i	i	i	i
31	CC(NC(=O)c1ccccc1Cl)c1ccc(-n2ccnc2)cc1 (configuration not stated)	i	i	i	i	i	i	i	i	i	i	i
32	Cn1c(CC(=O)NCCO)c(Sc2ccccc2)c2ccccc21	i	i	i	i	i	i	i	i	i	i	i
33	COc1cccc(CNC(=O)COc2cc(O)c3c(c2)OC(C)(C)CC3=O)c1	i	i	i	i	i	i	i	i	i	i	i
34	COC(=O)c1ccc([C@@H](O)[C@H](C)C(=O)CC(=O)OC(C)(C)C)cc1	i	i	i	i	i	i	i	i	i	i	i
35	CSc1ccc(C(=S)N2CCN(CCO)CC2)cc1	i	i	i	i	i	i	i	i	i	i	i
36	CCn1cnc2cc(NS(=O)(=O)c3ccc(OC)c(OC)c3)ccc21	i	i	i	i	i	i	i	i	i	i	i
37	O=C(NCCC1=CCCCC1)C1CCN(C(=O)Nc2ccccc2)CC1	i	i	i	i	i	i	i	i	i	.	i
38	Cc1cc(C(=O)NC2CCCCCCC2)ccc1[N+](=O)[O-]	i	i	i	i	i	i	i	i	i	i	i
39	Cc1ccc(S(=O)(=O)N2CCOC2CNC(=O)C(=O)NCCc2c[nH]c3ccccc23)cc1 (configuration not stated)	i	i	i	i	i	i	i	i	i	i	i
40	COC(=O)c1ccc(C(=O)OC)c(NC(=O)COC(=O)c2ccccc2OC)c1	i	i	i	i	i	i	i	-6.69*	i	i	i
41	CCOC(=O)C(C)Sc1cc(CS(=O)(=O)c2ccccc2)nc(-c2ccccc2)n1 (configuration not stated)	i	i	i	i	i	i	i	i	i	i	i
42	COc1ccc(NC(=O)CN2CCN(CC(=O)Nc3ccccc3F)CC2)c(OC)c1	i	i	i	i	i	i	i	i	i	i	i
43	COCCN(C(=O)c1csnn1)C(C(=O)NC1CCCCC1)c1ccccc1 (configuration not stated)	i	i	i	i	i	i	i	i	i	i	i
44	CCC(=O)c1ccc(OCC(=O)OCC(=O)NC2CCCC2)cc1	i	i	i	i	i	i	i	i	i	i	i
45	CC(C)CCc1noc(CN(C)CC2CCN(Cc3ccccc3)CC2)n1	i	i	i	i	i	i	i	i	i	i	i
46	COc1cccc(CN2CCNC(=O)C2CC(=O)NCCCn2ccnc2)c1 (configuration not stated)	i	i	i	i	i	i	i	i	i	i	i
47	COC(=O)CSc1nnc(-c2ccoc2C)n1-c1ccc(C)cc1	i	i	i	i	i	i	i	i	i	i	i
48	O=C(O)CCCCCNC(=O)/C=C/c1ccco1	i	i	i	i	i	i	i	i	i	i	i
49	CCOc1cc(C(=O)NCc2ccncc2)cc(OCC)c1OCC	i	i	i	i	i	i	i	i	i	i	i
50	O=C(c1ccc(S(=O)(=O)Nc2ccccc2)cc1)N1CCOCC1	i	i	i	i	i	i	i	i	i	i	i
51	COc1ccc(N2C(=O)CC(N3CCC(O)(c4cccc(C(F)(F)F)c4)CC3)C2=O)cc1 (configuration not stated)	i	i	i	i	i	i	i	i	i	i	i
52	COc1ccc(Nc2nc3ccccc3nc2NS(=O)(=O)c2ccc(NC(C)=O)cc2)cc1	i	i	i	i	i	i	i	i	i	i	i
53	COc1ccc2c(c1)c(C(C)=O)c(C)n2-c1ccccc1	i	i	i	i	i	i	i	i	i	i	i
54	COc1ccc(NC(=O)C2CCCN2S(=O)(=O)c2ccc3c(c2)CCC(=O)N3)c(OC)c1 (configuration not stated)	.	i	.	i	i	.	.	i	.	i	.
55	Cc1cccc(C(C)C)c1NC(=O)c1c(-c2ccccc2)noc1C	i	i	i	i	i	i	i	i	i	i	i
56	CSc1nc(S(=O)(=O)c2ccccc2)c(Cl)s1	i	i	i	i	i	i	i	i	i	i	i
57	COc1ccc(C)cc1NC(=O)CC(NC(C)=O)c1ccccc1 (configuration not stated)	i	i	i	i	i	i	i	i	i	i	i
58	COc1ccc(/C=N/N=C2/NC(=O)C(CC(=O)O)S2)cc1OCc1ccc(Cl)cc1 (configuration not stated)	i	i	i	i	i	i	i	i	i	i	i
59	Cc1cccc(NC(=O)CCN2CC(C)OC(C)C2)c1 (configuration not stated)	i	i	i	i	i	i	i	i	i	i	i
60	COc1cc(C(=O)Nc2ccc(S(=O)(=O)Nc3cc(C)nc(C)n3)cc2)cc(OC)c1OC	i	i	i	i	i	i	i	i	i	i	i

New compounds follow.
item	Compound	TRPC4 block	MrgX1 agonist	RGS4 block	MrgX1 allo act	ANO1 block	TRPC6 inh	TRPC4 PAM	MrgX1 antag	TRPC6 act	TMEM16A act	TRPC4 agonist
61	Cc1ccc2c(COC(=O)c3c(C)noc3C)cc(=O)oc2c1	i	i	i	i	i	i	i	i	i	i	i
62	O=C(O)C1(c2ccccc2)CCN(S(=O)(=O)c2cccc(Cl)c2)CC1	i	i	i	i	i	i	i	i	i	i	i
63	CCOCCCNS(=O)(=O)c1ccc(NC(=O)c2ccccc2)cc1	i	i	i	i	i	i	i	i	i	i	i
64	O=C(NC(=S)NCCc1ccccc1)c1ccco1	i	i	i	i	i	i	i	i	i	i	i
65	NC(N)=NN=C1CCCCCCCCCCC1	i	i	i	i	i	i	i	i	i	i	49*
